Source: PubChem BioAssay (several laboratories)
GPR55 beta-arrestin = GPR55 agonists via beta-arrestin recruitment, primary screen, imaging, U2OS cells, beta-arrestin-GFP redistribution (AID 1961); U2OS GPR55 beta-arrestin-GFP redistribution imaging; higher % means a stronger effect; hit rate 0.048% among 290,000; activation, % at 10 µM; hits with a dose series show EC50 in µM;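 active = activation above 40% with more than 50 cells counted in the well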;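 also: U2OS osteosarcoma cells stably expressing GPR55 and beta-arrestin-GFP; plate controls were DMSO negative control for no effect and LPI positive control for full effect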
MgcRacGAP inhibition = MgcRacGAP GTPase-activating activity inhibitors, confirmation, biochemical, ADP Hunter fluorescence. MgcRacGAP-stimulated Rac1 GTP hydrolysis, ADP Hunter fluorescence; higher % means a stronger effect; GST-tagged Rac1 F28L mutant substrate. inhibition, % at 30 µM, or IC50 in µM where a hit was titrated. hit rate 0.6% among 340,000. AID 624330;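 active = first-screen hits whose inhibition reached a set limit at any dose in the follow-up dose series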;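 also: fluorescence reports GDP produced by GAP-driven GTP hydrolysis; strong numbers were not always called active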
GPR35 arrestin U2OS = inhibition of zaprinast-stimulated GPR35 beta-arrestin translocation – imaging, U2OS, beta-arrestin-GFP, zaprinast agonist, primary screen (AID 2058) | hit rate 0.052% among 290,000 | U2OS GPR35 beta-arrestin-GFP translocation imaging, zaprinast antagonism; higher % means a stronger effect | one-dose inhibition, % at 10 µM; IC50 in µM for titrated hits;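 active = inhibition of at least 50% with at least 30 cells and total cytoplasm GFP at most 10,000,000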
Dengue-2 NS5 capping = flavivirus cap methylation enzyme inhibition – biochemical, confirmation dose response, primary screen (AID 588689). hit rate 0.3% among 340,000. one-dose inhibition, % at 25 µM; IC50 in µM for titrated hits. Dengue-2 NS5 methyltransferase capping enzyme assay, biochemical; higher % means a stronger effect; in the data active = a potency from the dose series
NTR1 ag = agonists of NTR1, primary screen, imaging, U2OS cells, beta-arrestin-GFP, high content (AID 493036). activation, % at 20 µM. P30989. NTR1-U2OS beta-arrestin-GFP spot imaging, agonist mode. hit rate 0.17% among 330,000;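 active = activation at or above 40% of the spot to cytoplasm intensity ratio, with at least 20 cells analyzed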;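 also: 0% = DMSO without peptide and 100% = 100 nM NTR1 peptide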
Target sequence (P30989 whole entry, looked up): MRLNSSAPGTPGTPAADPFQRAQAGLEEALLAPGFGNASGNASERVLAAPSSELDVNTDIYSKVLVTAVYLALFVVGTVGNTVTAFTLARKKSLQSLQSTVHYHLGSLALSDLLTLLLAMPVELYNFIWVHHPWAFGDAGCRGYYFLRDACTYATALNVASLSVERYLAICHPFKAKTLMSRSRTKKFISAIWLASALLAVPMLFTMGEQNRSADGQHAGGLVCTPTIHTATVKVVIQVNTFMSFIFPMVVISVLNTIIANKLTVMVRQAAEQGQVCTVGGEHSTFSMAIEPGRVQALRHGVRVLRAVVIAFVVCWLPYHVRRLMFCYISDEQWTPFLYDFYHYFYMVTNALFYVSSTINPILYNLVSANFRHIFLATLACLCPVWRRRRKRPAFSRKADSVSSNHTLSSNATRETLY
GPR55 LPI antagonism = inhibition of LPI-stimulated GPR55 beta-arrestin translocation – imaging, U2OS, beta-arrestin-GFP, LPI agonist, primary screen (AID 2013) | U2OS GPR55 beta-arrestin-GFP translocation imaging, LPI antagonism; higher % means a stronger effect | hit rate 0.13% among 290,000 | inhibition, % at 10 µM, or IC50 in µM where a hit was titrated;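 active = spots per cell inhibited over 60%, with over 100 cells counted and total cytoplasm intensity under 500,000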;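 also: U2OS cells stably carrying GPR55 and arrestin-GFP stimulated by 5 µM LPI near EC80; imaged beta-arrestin-GFP aggregate spots per cell after agonist stimulation; plate controls were LPI-stimulated DMSO wells for no effect and DMSO wells without LPI for full effect; some results filed as inactive read as strong as hits; confirmed hits need IC50 under 10 µM and bright autofluorescent wells are also inconclusive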
Yfh1-off respiration = enhancers of respiration in Yfh1-depleted yeast, dose response, Friedreich's ataxia, plus single-dose screen (AID 1465); fold induction at 50 µM; hits with a dose series show EC50 in µM; hit rate 0.074% among 220,000; S. cerevisiae Yfh1-off respiration, WST-1 reduction, 72 h; higher fold induction means a stronger effect;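 active = fold induction of absorbance versus untreated yeast above a set limit, then at least 30% activation at any dose in follow-up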;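 also: activators that raise dye reduction in frataxin-depleted yeast; strong numbers were not always called active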
AID2073 = inhibitors of Mint1-CaV2.2 protein interaction, biochemical, HTRF (AID 2073); inhibition, % at 20 µM; hits with a dose series show IC50 in µM; hit rate 0.19% among 290,000; HTRF protein-protein interaction, Mint1-CaV2.2; higher % means a stronger effect; in the data active = inhibition mostly above about 51%, no sharp cut-off; also: some results filed as inactive read as strong as hits
SV40 large T antigen = SV40 large T antigen inhibitors, biochemical (AID 1903) | SV40 large T antigen ATPase/helicase inhibition assay; higher % means a stronger effect | inhibition, % at 20 µM, or IC50 in µM where a hit was titrated | hit rate 0.39% among 310,000; in the data active = a potency from the dose series; also: strong numbers were not always called active
NTR1 ag cell count 20 µM = further read-out of NTR1 ag, marked with its call; cell count; measured here: cell count, cytotoxicity flag
Dengue-2 NS5 capping pilot replicate = recorded beside Dengue-2 NS5 capping, whose call it bears; inhibition, %; measured here: pilot screen replicate inhibition
* hit, by the source's call; i = inactive; · = not tested or not shown.

SMILES | GPR55 beta-arrestin | MgcRacGAP inhibition | GPR35 arrestin U2OS | Dengue-2 NS5 capping | NTR1 ag | NTR1 ag cell count 20 µM | GPR55 LPI antagonism | Yfh1-off respiration | AID2073 | SV40 large T antigen | others
CCOc1ccc(NC(=S)NC(=O)/C=C/c2ccc(OC)c(OC)c2)c([N+](=O)[O-])c1 | 0.0% | 4% | 6% | -2% | 3.0 | 83 | 10% | i | -8% | -3%
Cc1ccccc1C(=O)NC1CCN(CC(=O)Nc2c(C)cccc2C)CC1 | -0.3% | -5% | 2% | 3% | 1.6 | 83 | 11% | i | 4% | 20%
CC1CCCN(C(=O)CSc2nnc3n(C4CCCC4)c(=O)c4ccccc4n23)C1 (stereo unspecified) | -0.2% | 11% | 1% | -6% | 4.0 | 68 | -11% | i | 8% | 6%
O=C(c1cccs1)N1CCC(Cc2ccccc2)CC1 | -0.4% | 2% | -9% | -7% | -0.2 | 38 | 14% | i | -4% | 6%
CCc1ccccc1OCC(=O)N(CC)CC(=O)NCc1ccc(F)cc1 | 1.2% | 2% | 8% | -4% | -1.3 | 73 | -1% | i | 9% | 11%
CC(=O)c1ccccc1OC(=O)c1ccco1 | -0.1% | 2% | -7% | -3% | -0.4 | 54 | -25% | i | 3% | 3%
Cc1ccsc1C1Nc2ccc3ncccc3c2C2=C1C(=O)CC(C)(C)C2 (stereo unspecified) | 0.6% | 15% | -3% | 4% | 1.5 | 64 | 4% | i | -4% | 0%
Cn1c(=O)n(Cc2ccco2)c(=N)c2c3c(sc21)CCCC3 | -0.1% | 5% | -21% | -8% | 2.8 | 58 | 1% | i | -2% | -2%
COc1ccc(C(=O)NC(=S)NCc2cccnc2)cc1OC | 0.6% | 1% | -15% | -10% | -0.4 | 29 | -6% | i | -7% | 11%
Cc1cc(OCC(=O)O)c2ccccc2n1 | 0.2% | 4% | 3% | 3% | -0.3 | 76 | 17% | i | 6% | 1%
CSc1nsc(SC)c1NC(=O)OCc1ccccc1 | 0.0% | 9% | 11% | -3% | -1.0 | 53 | 8% | i | -19% | -3%
COc1ccc(CN(C(=O)c2snc(C(N)=O)c2N)C(C(=O)NC2CCCC2)c2ccc(OC)cc2)cc1 (stereo unspecified) | 0.2% | -14% | -19% | 6% | 1.4 | 30 | 0% | · | 7% | 3%
COc1cccc(C(=O)Nc2cc(C)ccc2NC(=O)COc2ccccc2)c1 | -0.3% | 5% | 16% | -4% | 1.4 | 58 | 23% | · | -2% | 4%
Cn1cnnc1SCC(=O)Nc1ccccc1Sc1ccccc1 | 0.2% | 12% | -14% | 1% | -0.4 | 46 | 1% | i | -4% | 3%
CS(=O)(=O)N(CC(=O)Nc1ccccc1C(=O)N1CCOCC1)c1ccccc1 | -0.4% | 9% | -15% | · | 0.3 | 50 | 10% | i | -7% | 3%
CCOC(=O)N1CCN(C(=O)C(CC)c2ccccc2)CC1 (stereo unspecified) | 0.1% | 6% | -10% | 1% | 0.2 | 90 | -2% | i | 0% | 5%
CCN(C(=O)c1cnc2scc(C)n2c1=O)c1ccccc1C | -0.1% | 0% | -12% | -8% | -1.7 | 52 | 13% | i | -3% | 7%
COc1ccc(Cn2c(=O)oc3ccc(C)cc32)cc1OC | -0.1% | -3% | 0% | -12% | 0.6 | 83 | 0% | i | -2% | 8% | Dengue-2 NS5 capping pilot replicate=3.9
Cc1ccc(N(C(=O)c2snc(C(N)=O)c2N)C(C(=O)NCc2ccccc2)c2ccncc2)c(C)c1 (stereo unspecified) | 0.2% | 5% | 3% | -7% | 2.6 | 54 | -13% | · | 1% | 3%
O=C(Nc1nnc(-c2ccccc2SCc2ccccc2F)s1)Nc1ccccc1F | 0.1% | 8% | -10% | -10% | 0.9 | 60 | 6% | i | 20% | -5%

Pulled by compound from the entries so far, 3 records:
SMILES | GPR55 beta-arrestin | MgcRacGAP inhibition | GPR35 arrestin U2OS | Dengue-2 NS5 capping | NTR1 ag | NTR1 ag cell count 20 µM | GPR55 LPI antagonism | Yfh1-off respiration | AID2073 | SV40 large T antigen | others
Cc1cc(OCC(=O)O)c2ccccc2n1 | 0.2% | 4% | 3% | 3% | -0.3 | 76 | 17% | i | 6% | 1%
CS(=O)(=O)N(CC(=O)Nc1ccccc1C(=O)N1CCOCC1)c1ccccc1 | -0.4% | 9% | -15% | · | 0.3 | 50 | 10% | i | -7% | 3%
CCN(C(=O)c1cnc2scc(C)n2c1=O)c1ccccc1C | -0.1% | 0% | -12% | -8% | -1.7 | 52 | 13% | i | -3% | 7%

Continued:
SMILES | GPR55 beta-arrestin | MgcRacGAP inhibition | GPR35 arrestin U2OS | Dengue-2 NS5 capping | NTR1 ag | NTR1 ag cell count 20 µM | GPR55 LPI antagonism | Yfh1-off respiration | AID2073 | SV40 large T antigen | others
COc1cc2c(cc1OC)C(C)N(Cc1ccc3c(c1)OCO3)CC2 (stereo unspecified) | -0.2% | 11% | 4% | 2% | -3.9 | 87 | 12% | i | -5% | 9%
C=CCN1CC2(c3ccccc3)CN(CC=C)CC(c3ccccc3)(C1)C2=O | -0.2% | 3% | -10% | · | 2.0 | 76 | -8% | i | -2% | 11%
O=C(NCCc1cn2ccccc2n1)c1cc(COc2ccc3ncccc3c2)on1 | -0.3% | 3% | 1% | -7% | 8.9 | 61 | -9% | i | -3% | 0%
Cc1ccc(NC(C)C(=O)N/N=C/c2ccc([N+](=O)[O-])s2)cc1 (stereo unspecified) | -0.3% | -6% | -6% | · | 0.9 | 38 | 0% | i | -4% | 8%
CC(C)(C)OC(=O)NCCCC[C@H](NC(=O)c1[nH]cnc1C(=O)Nc1ccc(CNC(=O)OC(C)(C)C)cc1)C(=O)OC(C)(C)C | 1.7% | · | 2% | · | 4.9 | 92 | 17% | i | 16% | 20%
Cc1ccc(C(c2nnnn2Cc2cccs2)N2CCN(C(=O)c3ccco3)CC2)cc1 (stereo unspecified) | 0.1% | 4% | -7% | 3% | 0.5 | 79 | 16% | i | -10% | 15%
CC(C)CN(C(=O)COC(=O)CNC(=O)c1ccc(Cl)cc1)C1CCS(=O)(=O)C1 (stereo unspecified) | -0.4% | -1% | -22% | -5% | -0.8 | 58 | -5% | i | -4% | 22%
C=Cn1c(C(=O)O)ccc1-c1ccc(CC)cc1 | -0.1% | 8% | 8% | 5% | 2.1 | 46 | -8% | i | 3% | 12%
Cc1cc(C)n(CC(=O)N/N=C/c2ccc(C)o2)n1 | 0.2% | 6% | 6% | -3% | -0.8 | 56 | 19% | i | 1% | 14%
CC(=O)N1c2ccc(S(=O)(=O)N3CCCCC3)cc2CC1C(=O)NCc1ccccc1C (stereo unspecified) | 0.0% | 5% | 3% | -6% | 1.4 | 44 | 6% | · | 8% | 2%
Cc1ccc(-n2nnnc2CN2CCCCC2)cc1 | 0.2% | 0% | 17% | -3% | -0.4 | 43 | 18% | i | 0% | 8%
O=C(Nc1nccs1)c1ccc2c(c1)OCO2 | 0.4% | 14% | 9% | 1% | 0.0 | 55 | 10% | · | 6% | 11%
CN(CC(=O)Nc1ccc(F)cc1)C(=O)c1ccccc1OCc1ccc(F)cc1 | 0.3% | 3% | 8% | -1% | -1.2 | 51 | 21% | · | 6% | 1%
Cc1nn(-c2ccccc2)c(N)c1N=Nc1ccc(Cl)cc1 | -0.2% | 10% | -1% | 0% | 9.2 | 85 | 0% | i | 1% | 5%
COc1ccc(-c2nn(-c3ccccc3)cc2C(=O)NC(=S)NNC(=O)c2ccncc2)cc1 | 0.1% | 11% | -12% | 16% | 0.5 | 42 | 0% | i | 7% | 1%
O=C(NNS(=O)(=O)c1ccc(F)cc1)C1CCN(S(=O)(=O)c2ccccc2)CC1 | -0.4% | 2% | -3% | · | 1.5 | 56 | -7% | i | -9% | 12%
COc1ccc(OCCCC(=O)Nc2ccc3c(c2)OCO3)cc1 | -0.2% | 2% | -4% | 3% | -2.5 | 89 | -2% | i | 27% | 4% | Dengue-2 NS5 capping pilot replicate=2.9
COc1ccc(/C=N/NC(=O)c2cccnc2)c(C(=O)O)c1OC | 0.0% | 7% | -5% | 4% | 2.1 | 41 | -9% | i | -8% | 7%
O=C(N/N=C1/CCCc2ccccc21)c1cc([N+](=O)[O-])cc([N+](=O)[O-])c1 | -0.2% | · | -8% | · | -0.5 | 61 | -3% | i | 21% | 13%
CN(CC(=O)Nc1ccc(F)c(F)c1F)C(=O)CC1OC(=O)c2ccccc21 (stereo unspecified) | · | 8% | · | -10% | -0.9 | 71 | · | · | · | 4%
COC(=O)C1CCCN1C(=O)COc1ccc(Cl)cc1Br (stereo unspecified) | 0.9% | 8% | 3% | -2% | -0.9 | 45 | 5% | i | -1% | 7%
Cc1ccc(CS(=O)(=O)Cc2ccc(C(=O)NCc3cccs3)o2)cc1 | -0.3% | 4% | 3% | -12% | 0.9 | 66 | 24% | i | 1% | 4%
O=C1/C(=C/c2cccc(F)c2)SC(=S)N1NS(=O)(=O)c1ccccc1 | 0.3% | 10% | 10% | 31µM* | -0.4 | 81 | 9% | · | -2% | 20%
Cc1ccc(S(=O)(=O)NCC(=O)OCC(=O)N(C)C2CCS(=O)(=O)C2)cc1 (stereo unspecified) | · | 0% | · | -3% | -0.2 | 47 | · | · | · | 7%
CCC(C(=O)Nc1ccc2c(c1)OCCO2)c1ccccc1 (stereo unspecified) | -0.1% | -8% | -6% | 6% | 0.8 | 82 | 8% | i | -6% | 4%
CCOC(=O)C1CCCN(c2c(NCCC(C)C)c(=O)c2=O)C1 (stereo unspecified) | -0.1% | 5% | -5% | -3% | 0.2 | 57 | 22% | i | 13% | 10%
COC(=O)c1cc2ccsc2n1Cc1ccccc1F | -0.4% | 2% | 27% | -3% | 2.7 | 57 | 24% | i | 12% | 16%
CCn1c(SCC(=O)Nc2ccccc2)nc2c1c(=O)n(C)c(=O)n2C | -0.3% | 4% | -25% | -5% | -1.2 | 40 | -14% | i | -3% | 7%
Cc1ccc(-c2cc(N)nc(-c3ccccc3)c2)cc1 | -0.1% | 14% | -9% | -5% | 8.1 | 39 | -3% | · | -7% | 6%
CCCC(=O)Nc1nn(CCC)c2nc3ccccc3cc12 | -0.2% | 4% | -2% | 2% | 6.1 | 76 | -14% | i | 8% | 8% | Dengue-2 NS5 capping pilot replicate=3.0
CN1CCN(S(=O)(=O)c2ccc(NC(=O)c3cccs3)cc2)CC1 | -0.2% | 15% | -3% | -9% | -0.1 | 44 | 5% | i | -3% | -2%
O=C(CSCc1ccccc1Cl)Nc1ccc(C(=O)O)cc1 | -0.2% | -2% | 16% | 2% | 1.2 | 54 | -9% | · | 9% | 5%
Cc1onc(-c2ccccc2)c1C(=O)Nc1ncc([N+](=O)[O-])s1 | -0.2% | 4% | 1% | 4% | 0.8 | 41 | 3% | · | -2% | 6%
CCOc1ccccc1NC(=O)CN1C(=O)COc2ccccc21 | -0.1% | 3% | -5% | -14% | 0.1 | 44 | 5% | · | -1% | 24%
